Bioassay records: PubChem BioAssay, several laboratories
PKA inh – PKA (human) kinase inhibition. P17612. PKA Kemptide phosphorylation, Kinase-Glo ATP luminescence. inhibition, % at 6 µM. hit rate 0.1% among 65,000. AID 524;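 active = inhibition above the screen-wide mean inhibition plus 3 SD, cut at about 21% in these data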; also: many of its hits are not listed in these tables
ROCK2 blocker – ROCK2 (human) kinase inhibition; O75116; purified ROCK2, Kinase-Glo ATP depletion luminescence; inhibition, % at 6 µM; hit rate 0.35% among 60,000;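 active = inhibition above the screen-wide mean inhibition plus 3 SD, cut at about 18% in these data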;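 also: plate controls were DMSO wells for no effect and Y-27632 control wells after no-enzyme background subtraction for full effect; many of its hits are not listed in these tables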
HEK293 NFkB inh – lowers PMA/ionomycin-induced NF-kB signal in HEK293 cells; AID 465; hit rate 0.21% among 62,000; HEK-293 NF-kB luciferase reporter, luminescence; inhibition, % at 3 µM;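 active = inhibition above the mean of all tested compounds plus 3 SD, cut at about 40% in these data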;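 also: 0% = stimulated DMSO wells and 100% = 10 µM reference inhibitor 5653914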
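Signal: luciferase luminescence; Material: HEK-293 cells with stable firefly luciferase reporter driven by four HIV NF-kB elements; Probe or stimulus: PMA with ionomycin; Replication: tested once; Times: 1 h compound pretreatment, then 16 h stimulation at 37 °C, 5% CO2; Benchmarks: DMSO and 10 µM reference inhibitor; Evaluation: per-plate % inhibition versus controls.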
Jurkat tox 60K – cytotoxicity toward Jurkat cells. Jurkat E6.1 viability, ATP luminescence, 48 h. inhibition, % at 4 µM. hit rate 1.2% among 56,000;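 active = inhibition above the mean inhibition of all tested compounds plus 3 SD, cut at about 28% in these data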
JNK3 blocker – JNK3 (human) kinase inhibition | inhibition, % at 8 µM | hit rate 0.61% among 60,000 | AID 746 | purified JNK3 kinase activity, HTS; in the data active = inhibition above about 17%;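 also: 0% = DMSO and 100% = reference inhibitor; many of its hits are not listed in these tables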
MMP-13 inhibitor – blocks human MMP13 activity; MMP-13 fTHP FRET cleavage, Mca fluorescence; inhibition, % at 4 µM; hit rate 0.07% among 65,000; AID 570;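 active = inhibition above the mean of compound-free control plate wells plus 3 SD, cut at about 14% in these data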;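 also: 0% = DMSO wells and 100% = wells with reference MMP-13 inhibitor after basal subtraction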
MKP-1 inh – inhibitors of human MKP-1 phosphatase. P28562. recombinant MKP-1, OMFP hydrolysis fluorescence. inhibition, %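 (compounds tested at a single concentration somewhere between 10 and 100 µM)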. hit rate 0.15% among 65,000;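 active = inhibition above about 50%, limit read from the data; inconclusive = inhibition over screen mean plus 3 SD, below that limit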;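 also: 0% = DMSO max control wells and 100% = wells with enzyme stopped by NaOH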
Target sequence (P28562 whole entry, looked up): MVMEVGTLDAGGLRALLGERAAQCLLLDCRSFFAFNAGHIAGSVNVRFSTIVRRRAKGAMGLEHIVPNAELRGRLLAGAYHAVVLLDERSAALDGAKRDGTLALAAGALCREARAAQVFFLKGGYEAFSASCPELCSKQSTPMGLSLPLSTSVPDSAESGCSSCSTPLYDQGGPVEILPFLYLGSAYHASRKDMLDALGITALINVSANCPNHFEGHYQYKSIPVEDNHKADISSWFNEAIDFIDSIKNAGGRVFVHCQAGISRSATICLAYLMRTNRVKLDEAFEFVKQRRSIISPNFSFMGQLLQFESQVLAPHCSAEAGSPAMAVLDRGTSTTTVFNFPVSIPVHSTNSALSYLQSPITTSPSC
Cdc25B inh – human M-phase inducer phosphatase 2 inhibition; hit rate 0.1% among 65,000; recombinant Cdc25B, OMFP fluorescence Ex485/Em525; inhibition, %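 (compounds tested at 10 µM final in the well)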; in the data active = inhibition above about 50%
TNAP act mid DEA – human TNAP activation, intermediate phosphate acceptor; AID 813; P05186; activation factor at 20 µM; purified TNAP, CDP-star luminescence, 100 mM DEA, 30 min; hits give high values; scale: 0 levamisole-inhibited, 1 vehicle-only enzyme; 64,000 tested, under 10 active;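 active = activation factor of at least 2 at 20 µM, relative to controls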
Target sequence (P05186 whole entry, looked up): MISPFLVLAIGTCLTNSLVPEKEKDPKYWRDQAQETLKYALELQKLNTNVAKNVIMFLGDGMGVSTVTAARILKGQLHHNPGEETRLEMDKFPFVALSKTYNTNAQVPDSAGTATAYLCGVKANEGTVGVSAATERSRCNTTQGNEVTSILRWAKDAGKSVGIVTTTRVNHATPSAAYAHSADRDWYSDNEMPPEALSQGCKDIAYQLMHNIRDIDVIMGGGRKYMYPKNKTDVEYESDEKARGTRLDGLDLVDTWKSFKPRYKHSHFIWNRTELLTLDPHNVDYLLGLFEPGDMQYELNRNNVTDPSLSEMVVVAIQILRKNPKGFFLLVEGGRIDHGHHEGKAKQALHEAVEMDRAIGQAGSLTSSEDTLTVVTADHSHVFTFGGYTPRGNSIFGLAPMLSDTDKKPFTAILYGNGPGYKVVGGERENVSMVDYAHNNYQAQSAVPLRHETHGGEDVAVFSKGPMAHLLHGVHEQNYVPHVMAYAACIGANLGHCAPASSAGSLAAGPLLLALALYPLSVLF
* marks the source's active call; other numbers are inactive results; [ ] = dose if it differs, or a comment.

What do the screens show for `CCOc1ccc(NC(=O)NCCN2C(C)CCCC2C)cc1` (configuration not stated)?
PKA inh: -1; ROCK2 blocker: -3; HEK293 NFkB inh: 16; Jurkat tox 60K: 10; JNK3 blocker: -1; MMP-13 inhibitor: -5; MKP-1 inh: -2; Cdc25B inh: 9; TNAP act mid DEA: 0.9

How did Cc1ccc(-n2ncc(C#N)c2/N=C/N2CCCCCC2)cc1 do in these assays?
PKA inh: 6; ROCK2 blocker: 10; HEK293 NFkB inh: 12; Jurkat tox 60K: -4; JNK3 blocker: 5; MMP-13 inhibitor: -7; MKP-1 inh: 19; Cdc25B inh: -16; TNAP act mid DEA: 1

Results for Cc1noc(C)c1COc1ccc(C(=O)OC(C)C(=O)Nc2ccc(N3CCOCC3)cc2)cc1 (configuration not stated) ?
PKA inh: 2; ROCK2 blocker: 4; HEK293 NFkB inh: 13; Jurkat tox 60K: -5; JNK3 blocker: -6; MMP-13 inhibitor: 1; MKP-1 inh: inconclusive; Cdc25B inh: -14; TNAP act mid DEA: 1

Results for COc1cc(-c2nc(-c3cccc(C(F)(F)F)c3)no2)cc(OC)c1OC ?
PKA inh: -2; HEK293 NFkB inh: 12; MMP-13 inhibitor: 4; MKP-1 inh: 16; Cdc25B inh: -8; TNAP act mid DEA: 1

Results for N#Cc1ccccc1NC(=O)c1ccccc1OCC(=O)NCc1ccco1 ?
PKA inh: 0; ROCK2 blocker: 5; HEK293 NFkB inh: 11; Jurkat tox 60K: 4; JNK3 blocker: -4; MMP-13 inhibitor: 0; MKP-1 inh: -4; Cdc25B inh: -3; TNAP act mid DEA: 0.9

Results for CC(C)(C)n1ncc2c(=O)n(CC(=O)Nc3ccc4c(c3)OCO4)cnc21 ?
PKA inh: -3; ROCK2 blocker: -4; HEK293 NFkB inh: 17; Jurkat tox 60K: -4; JNK3 blocker: -9; MMP-13 inhibitor: -4; MKP-1 inh: 0; Cdc25B inh: -3; TNAP act mid DEA: 1

What do the screens show for `CCNC(=O)c1c(C)nc2ccccn12`?
PKA inh: -9; ROCK2 blocker: -3; HEK293 NFkB inh: 11; Jurkat tox 60K: 2; JNK3 blocker: -3; MMP-13 inhibitor: 2; MKP-1 inh: 2; Cdc25B inh: -5; TNAP act mid DEA: 0.9

Results for CC(=O)Oc1c(S(=O)(=O)c2ccccc2)c(C)nn1C(C)(C)C ?
PKA inh: 3; ROCK2 blocker: 5; HEK293 NFkB inh: -4; Jurkat tox 60K: 1; JNK3 blocker: 1; MMP-13 inhibitor: 1; MKP-1 inh: 8; Cdc25B inh: -8; TNAP act mid DEA: 0.9

How did Cc1ccc2oc(NC(=O)N3CCOCC3)cc(=O)c2c1 do in these assays?
PKA inh: 4; HEK293 NFkB inh: 7; MMP-13 inhibitor: -3; MKP-1 inh: 5; Cdc25B inh: -3; TNAP act mid DEA: 0.9

Results for CCN(CC)CCCNc1cc2n(c(=O)n1)CCc1cc(OC)c(OC)cc1-2 ?
PKA inh: 1; ROCK2 blocker: -3; HEK293 NFkB inh: 13; Jurkat tox 60K: 3; JNK3 blocker: 0; MMP-13 inhibitor: -66[fluorescence artefact?]; MKP-1 inh: -7; Cdc25B inh: -4; TNAP act mid DEA: 1

How did CCOC(=O)c1c(NC(=O)c2ccc(Br)o2)sc2c1CCCC2 do in these assays?
PKA inh: 10; ROCK2 blocker: 3; HEK293 NFkB inh: 8; Jurkat tox 60K: 6; JNK3 blocker: 2; MMP-13 inhibitor: 2; MKP-1 inh: 9; Cdc25B inh: -2; TNAP act mid DEA: 1

Results for CC(NS(=O)(=O)c1ccc(F)cc1)C(=O)NCc1ccncc1 (configuration not stated) ?
PKA inh: 10; ROCK2 blocker: 4; HEK293 NFkB inh: 12; Jurkat tox 60K: -7; JNK3 blocker: 0; MMP-13 inhibitor: 2; MKP-1 inh: 2; Cdc25B inh: -13; TNAP act mid DEA: 0.9

What do the screens show for `O=C(CN1C(=O)c2ccccc2C1=O)Nc1ccc(S(=O)(=O)NCC2CCCO2)cc1` (configuration not stated)?
PKA inh: 6; ROCK2 blocker: 2; HEK293 NFkB inh: 8; Jurkat tox 60K: 4; JNK3 blocker: 3; MMP-13 inhibitor: 0; MKP-1 inh: 5; Cdc25B inh: 8; TNAP act mid DEA: 0.8

What do the screens show for `CCOC(=O)c1ccc(NC(=O)N2CCN(S(C)(=O)=O)CC2)cc1`?
PKA inh: 8; ROCK2 blocker: 8; HEK293 NFkB inh: 9; Jurkat tox 60K: -9; JNK3 blocker: 8; MMP-13 inhibitor: 0; MKP-1 inh: -9; Cdc25B inh: -6; TNAP act mid DEA: 0.9

What do the screens show for `Cc1cc(NS(=O)(=O)c2ccc(NC(=O)CCCOc3ccccc3)cc2)no1`?
PKA inh: 4; ROCK2 blocker: 4; HEK293 NFkB inh: 11; Jurkat tox 60K: -5; JNK3 blocker: -1; MMP-13 inhibitor: -1; MKP-1 inh: 24; Cdc25B inh: -8; TNAP act mid DEA: 1

How did Cc1cccc(-c2noc(CCC(=O)Nc3ccccc3)n2)c1 do in these assays?
PKA inh: 6; ROCK2 blocker: 7; HEK293 NFkB inh: 11; Jurkat tox 60K: -4; JNK3 blocker: 1; MMP-13 inhibitor: -2; MKP-1 inh: -20; Cdc25B inh: -13; TNAP act mid DEA: 0.8

Results for CCN(CC)C(=O)CSc1nnc(-c2ccc(S(=O)(=O)NCc3ccccc3Cl)cc2)o1 ?
PKA inh: 4; ROCK2 blocker: 2; HEK293 NFkB inh: 18; Jurkat tox 60K: -7; JNK3 blocker: 2; MMP-13 inhibitor: -13; MKP-1 inh: -9; Cdc25B inh: -12; TNAP act mid DEA: 0.9

What do the screens show for `O=P(O)(O)c1ccccc1OCCOCCOc1ccccc1P(=O)(O)O`?
PKA inh: 10; ROCK2 blocker: 2; HEK293 NFkB inh: -2; Jurkat tox 60K: -2; JNK3 blocker: 0; MMP-13 inhibitor: 5; MKP-1 inh: -14; Cdc25B inh: -5; TNAP act mid DEA: 0.3

Results for Cc1nc(-c2cnn(-c3ccccc3)c2)c2cc(C)oc2n1 ?
PKA inh: 8; ROCK2 blocker: 1; HEK293 NFkB inh: 5; Jurkat tox 60K: 4; JNK3 blocker: 1; MMP-13 inhibitor: -88[fluorescence artefact?]; MKP-1 inh: -2; Cdc25B inh: 4; TNAP act mid DEA: 0.9

Results for Clc1ccc(OCc2nc(-c3ccncc3)no2)c(Cl)c1 ?
PKA inh: 4; ROCK2 blocker: 6; HEK293 NFkB inh: -58; Jurkat tox 60K: 1; JNK3 blocker: 5; MMP-13 inhibitor: 3; MKP-1 inh: 4; Cdc25B inh: -1; TNAP act mid DEA: 0.9

What do the screens show for `CC(C)(C)n1nc2c(c1NC(=O)c1ccc(S(=O)(=O)N3CCCCC3)cc1)CS(=O)C2` (configuration not stated)?
PKA inh: 10; ROCK2 blocker: 0; HEK293 NFkB inh: 5; Jurkat tox 60K: -3; JNK3 blocker: 5; MMP-13 inhibitor: 4; MKP-1 inh: 5; Cdc25B inh: 18; TNAP act mid DEA: 0.9

What do the screens show for `Cc1nc2c(C)cccn2c1/C(O)=C1\C(=O)C(=O)N(CCN(C)C)C1c1ccncc1` (configuration not stated)?
PKA inh: 1; ROCK2 blocker: 4; HEK293 NFkB inh: 16; Jurkat tox 60K: 3; JNK3 blocker: 1; MMP-13 inhibitor: -1; MKP-1 inh: -10; Cdc25B inh: 56*; TNAP act mid DEA: 0.8

Results for COc1ccc(Nc2oc(-c3ccccc3Cl)nc2C#N)cc1 ?
PKA inh: 0; ROCK2 blocker: 4; HEK293 NFkB inh: 22; Jurkat tox 60K: 85*; JNK3 blocker: -3; MMP-13 inhibitor: -64[fluorescence artefact?]; MKP-1 inh: 14; Cdc25B inh: 10; TNAP act mid DEA: 0.8

Results for Cc1cc2oc(=O)cc(CN3CCC(C)CC3)c2c(C)c1Cl ?
PKA inh: 0; ROCK2 blocker: -3; HEK293 NFkB inh: 7; Jurkat tox 60K: -2; JNK3 blocker: 0; MMP-13 inhibitor: -2; MKP-1 inh: -9; Cdc25B inh: -8; TNAP act mid DEA: 0.9

Results for CCN(CC)CCNC(=O)c1cc(S(C)(=O)=O)ccc1OC ?
PKA inh: -4; ROCK2 blocker: 1; JNK3 blocker: -5; MMP-13 inhibitor: -9; MKP-1 inh: -7; Cdc25B inh: -11; TNAP act mid DEA: 0.9

What do the screens show for `COc1ccc(NC(=O)Cn2nnc(-c3ccc(CN4CCOCC4)cc3)n2)c(OC)c1`?
PKA inh: 12; ROCK2 blocker: 6; HEK293 NFkB inh: -2; Jurkat tox 60K: -2; JNK3 blocker: 4; MMP-13 inhibitor: 0; MKP-1 inh: 19; Cdc25B inh: -59; TNAP act mid DEA: 1

How did O=c1[nH]n(-c2cccc3cccnc23)c(=O)c2ccccc12 do in these assays?
PKA inh: 5; ROCK2 blocker: -1; HEK293 NFkB inh: 7; Jurkat tox 60K: -3; JNK3 blocker: -6; MMP-13 inhibitor: 3; MKP-1 inh: 4; Cdc25B inh: -10; TNAP act mid DEA: 0.9

Results for CC1(C)Cc2c(C#N)c(OCC(=O)c3ccccc3)nc(-c3ccoc3)c2CO1 ?
PKA inh: -5; ROCK2 blocker: -2; JNK3 blocker: -5; MMP-13 inhibitor: 2; MKP-1 inh: -17; Cdc25B inh: 9; TNAP act mid DEA: 1

What do the screens show for `Cc1nc2c(C(=O)NCc3ccc(F)cc3)c[nH]n2c(=O)c1Cl`?
PKA inh: 5; HEK293 NFkB inh: 8; MMP-13 inhibitor: -6; MKP-1 inh: inconclusive; Cdc25B inh: -4; TNAP act mid DEA: 0.9

Results for CC1CCN(C(=O)c2ccccc2NC(=O)c2cccc(S(=O)(=O)N3CCOCC3)c2)CC1 ?
PKA inh: 7; ROCK2 blocker: 7; HEK293 NFkB inh: 11; Jurkat tox 60K: 3; JNK3 blocker: -8; MMP-13 inhibitor: -1; MKP-1 inh: 2; Cdc25B inh: 4; TNAP act mid DEA: 0.9

Random excerpt: 2 compounds from above.
How did O=c1[nH]n(-c2cccc3cccnc23)c(=O)c2ccccc12 do in these assays?
PKA inh: 5; ROCK2 blocker: -1; HEK293 NFkB inh: 7; Jurkat tox 60K: -3; JNK3 blocker: -6; MMP-13 inhibitor: 3; MKP-1 inh: 4; Cdc25B inh: -10; TNAP act mid DEA: 0.9

What do the screens show for `COc1ccc(NC(=O)Cn2nnc(-c3ccc(CN4CCOCC4)cc3)n2)c(OC)c1`?
PKA inh: 12; ROCK2 blocker: 6; HEK293 NFkB inh: -2; Jurkat tox 60K: -2; JNK3 blocker: 4; MMP-13 inhibitor: 0; MKP-1 inh: 19; Cdc25B inh: -59; TNAP act mid DEA: 1

Next section.
Results for CCN1C(=O)C2(C(C#N)=C(N)Oc3c2c(C)nn3-c2ccccc2)c2ccccc21 (configuration not stated) ?
PKA inh: -2; ROCK2 blocker: 9; HEK293 NFkB inh: -5; Jurkat tox 60K: -2; JNK3 blocker: 4; MMP-13 inhibitor: 2; MKP-1 inh: -11; Cdc25B inh: -2; TNAP act mid DEA: 1

What do the screens show for `CCCCSc1nc2c(cnn2-c2ccc(F)cc2)c(=O)[nH]1`?
PKA inh: 8; ROCK2 blocker: -6; HEK293 NFkB inh: 4; Jurkat tox 60K: -7; JNK3 blocker: 3; MMP-13 inhibitor: -10; MKP-1 inh: 0; Cdc25B inh: -1; TNAP act mid DEA: 0.9

How did CCOC(=O)/C=C1\SCC(=O)N1CC(=O)Nc1ccc2c(c1)CCC2 do in these assays?
PKA inh: 0; ROCK2 blocker: 4; HEK293 NFkB inh: 8; Jurkat tox 60K: 2; JNK3 blocker: -3; MMP-13 inhibitor: 2; MKP-1 inh: 34; Cdc25B inh: -5; TNAP act mid DEA: 0.9

Results for CCN(CC)CCNC(=O)C1CCC(=O)N1CCc1ccccc1 (configuration not stated) ?
PKA inh: -1; ROCK2 blocker: 0; HEK293 NFkB inh: 18; Jurkat tox 60K: 1; JNK3 blocker: 3; MMP-13 inhibitor: 1; MKP-1 inh: -6; Cdc25B inh: 2; TNAP act mid DEA: 1
